Bioassay records deposited in PubChem by Sanford-Burnham Center for Chemical Genomics.
ATG4B inh = ATG4B (human) cysteine protease inhibition. inhibition, % at 8.33 µM. AID 504462. actives 0.51% (n = 340,000). ATG4B cleavage of LC3-PLA2, NBD-HPC fluorescence, 1 h; in the data active = inhibition above about 40%
Target sequence (Q9Y4P1 whole entry, looked up): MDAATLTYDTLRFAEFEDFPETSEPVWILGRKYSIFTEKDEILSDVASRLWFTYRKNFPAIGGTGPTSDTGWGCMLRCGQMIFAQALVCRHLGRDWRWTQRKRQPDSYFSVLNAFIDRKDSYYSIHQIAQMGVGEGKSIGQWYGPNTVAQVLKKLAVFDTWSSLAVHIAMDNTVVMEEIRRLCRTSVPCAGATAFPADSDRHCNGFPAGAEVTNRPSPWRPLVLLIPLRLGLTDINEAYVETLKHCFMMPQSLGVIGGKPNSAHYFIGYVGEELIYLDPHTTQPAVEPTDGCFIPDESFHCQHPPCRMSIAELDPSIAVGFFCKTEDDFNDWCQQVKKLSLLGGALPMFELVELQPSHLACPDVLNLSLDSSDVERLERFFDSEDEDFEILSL
mIAP activ = mouse IAP activation. actives 0.24% (n = 330,000). muIAP, CDP-Star luminescence, 30 min; hits give high values; 1 = vehicle-only enzyme signal, 0 = enzyme-free wells. AID 2805. activation factor at 10 µM;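 active = activation factor of at least 2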; note: the source names both 10 and 20 µM as test concentration; values of inactives mirror those of a sister screen read the other way
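System: Mouse IAP enzyme | Also added: CDP-Star substrate | Dosing: Compounds dispensed in DMSO | Schedule: 30 min enzyme-substrate-compound incubation at room temperature | Technique: Chemiluminescence readout | Control set: DMSO-only wells and no-enzyme negative control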
TIM10 inh = inhibits growth of TIM10 yeast strain | S. cerevisiae TIM10 strain growth, BacTiter-Glo luminescence, 24 h | inhibition, % at 10 µM | actives 1.4% (n = 330,000);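 active = inhibition of 40% or more at the single tested concentration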;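 note: wild-type TIM10 isogenic control strain grown at permissive 25 °C; 0% = DMSO yeast wells and 100% = minimal medium wells without yeast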
tim10-1 inh = growth inhibitors of tim10-1 mutant yeast. actives 2.2% (n = 330,000). S. cerevisiae tim10-1 ts strain growth, BacTiter-Glo, 24 h. inhibition, % at 20 µM. AID 463190;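 active = inhibition of at least 40%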;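 note: mutant grown at 25 °C; 0% = DMSO wells with yeast and 100% = wells holding no yeast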
hIAP block = human IAP inhibition. inhibition, % at 10 µM. purified IAP, CDP-Star luminescence, 30 min. P09923. actives 0.12% (n = 330,000);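 active = inhibition reaching a set limit with compound at 10 µM in the primary screen, cut at about 35% in these data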;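 note: plate controls were DMSO wells with enzyme for no effect and no-enzyme buffer wells for full effect; values of inactives mirror those of a sister screen read the other way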
Target sequence (P09923 whole entry, looked up): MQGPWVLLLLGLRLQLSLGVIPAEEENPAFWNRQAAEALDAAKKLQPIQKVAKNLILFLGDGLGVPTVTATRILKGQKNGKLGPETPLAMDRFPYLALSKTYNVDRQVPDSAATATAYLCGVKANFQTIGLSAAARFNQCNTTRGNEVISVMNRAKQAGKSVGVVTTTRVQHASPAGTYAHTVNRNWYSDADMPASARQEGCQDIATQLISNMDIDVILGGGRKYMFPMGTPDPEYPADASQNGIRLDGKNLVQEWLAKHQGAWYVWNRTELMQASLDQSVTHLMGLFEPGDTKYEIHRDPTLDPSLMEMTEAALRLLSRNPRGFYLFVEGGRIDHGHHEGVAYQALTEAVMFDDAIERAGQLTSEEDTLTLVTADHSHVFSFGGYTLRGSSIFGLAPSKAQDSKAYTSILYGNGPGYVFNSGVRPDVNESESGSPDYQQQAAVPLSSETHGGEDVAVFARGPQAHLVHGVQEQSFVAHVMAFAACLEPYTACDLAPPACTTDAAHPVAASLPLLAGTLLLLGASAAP
mIAP block = mouse IAP inhibition. actives 0.2% (n = 330,000). inhibition, % at 10 µM. AID 2806. purified mouse IAP, CDP-Star luminescence, 30 min;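 active = inhibition of at least 40% at 10 µM in the primary screen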;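 note: plate controls were DMSO with enzyme for no effect and no enzyme wells for full effect; values of inactives mirror those of a sister screen read the other way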
Apaf1 inhib = human Apaf-1 inhibition; O14727; reconstituted apoptosome caspase-3 activity, DEVD-Rh110 fluorescence; inhibition, % at 20 µM; actives 0.71% (n = 330,000); AID 489030; active = inhibition of at least 40% at 20 µM;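 note: plate controls were DMSO wells for no effect and DEVD-CHO caspase inhibitor wells for full effect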
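Assay system: Apoptosome proteins | Medium: pH 7.5 Hepes buffer with CHAPS, BSA, DTT | Also added: Cytochrome c and DEVD-Rh110 substrate | Times: 30 min plus 50 min, RT | Detection: Rhodamine 110 fluorescence at Ex 480/Em 540 nm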
hIAP act = increases human intestinal alkaline phosphatase activity | AID 2524 | actives 0.16% (n = 330,000) | P09923 | purified human IAP, CDP-Star luminescence, 30 min; hits give high values; 1 = vehicle-only enzyme, 0 = enzyme-free background | activation factor at 10 µM;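 active = activation factor of the enzyme at least 2-fold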; note: the source names both 10 and 20 µM as test concentration; values of inactives mirror those of a sister screen read the other way
NLRP3 yeast inh = inhibitors of NALP3 inflammasome in yeast | Yeast reconstituted NLRP3/ASC/caspase-1, beta-gal luminescence, 24 h | inhibition, % at 10 µM | actives 0.39% (n = 330,000) | AID 2825;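 active = inhibition of 50% or more; inactive = inhibition below 50%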;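 note: plate controls were induced DMSO wells for no effect and uninduced yeast grown without galactose for full effect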
Active calls of the source: *.

The line under a structure holds: ATG4B inh, mIAP activ, TIM10 inh, tim10-1 inh, hIAP block, mIAP block, Apaf1 inhib, hIAP act, NLRP3 yeast inh
CC(=O)c1ccc(NC(=O)c2ccn[nH]2)cc1
→ -5, 0.93, -8, 9, 5, 7, -10, 0.95, 8
c1csc(-c2nnc(COc3ncnc4sccc34)o2)c1
→ -1, 1, -1, -10, 14, 0, -14, 0.86, 7
CC/C(=N\N=C1\SC(C)C(=O)N1Cc1ccco1)c1ccccc1 (centres undefined)
→ 16, 1.1, -8, 8, -2, -5, 16, 1, 16
CCOC(=O)N1CCN(S(=O)(=O)c2ccc(C)cc2)C1c1ccc(OC)cc1 (centres undefined)
→ -2, 0.9, 17, 26, 9, 10, 10, 0.91, 17
CCc1ccc(C2C3=C(CC(C)(C)CC3=O)Nc3c2c(=O)[nH]c2nc(C)nn32)cc1 (centres undefined)
→ -6, 0.98, -12, 18, -19, 2, 1, 1.2, 25
Cc1ccc(S(=O)(=O)N2CCN(C(=O)CCOc3ccccc3C)CC2)cc1C
→ -21, 1, 3, 23, -5, -2, 23, 1, 11
COCCCNC(=O)CN1C(=O)CSc2ncccc21
→ 4, 1.1, 1, -31, -15, -9, -5, 1.1, -1
COCCCNC(=S)N1CCCN(c2nc3cc(C)c(C)cc3cc2C#N)CC1
→ -1, 0.81, 15, 19, 3, 19, 20, 0.97, 9
CCCCCNC(=O)c1cccnc1SCC(=O)Nc1ccccc1OC
→ -2, 0.95, 1, 6, 0, 5, 3, 1, -2
COc1ccc(C)cc1NC(=O)CSc1nnc(-c2ccccn2)n1Cc1ccco1
→ 3, 0.91, -8, 4, 8, 9, 6, 0.92, -14
COC(=O)c1scc(C)c1NC(=O)CSc1ccc(Cl)cc1
→ 1, 0.93, -34, -12, 14, 7, 1, 0.86, 25
O=C1C(=O)N(CCCN2CCOCC2)C(c2ccc(F)cc2)/C1=C(\O)c1ccc2c(c1)OCCO2 (centres undefined)
→ 4, 0.99, -5, 20, -14, 1, -7, 1.1, -5
CC(C)c1cccc(C(C)C)c1OCCCCN1CCCC1
→ -5, 0.93, 4, 16, -7, 7, -18, 1.1, 24
CN(CCCC1CCCC1)C(=O)c1cc(COc2c(F)cccc2F)on1
→ 16, 0.95, 8, 23, -10, 5, 13, 1.1, 24
Cc1ccc(N(CC(=O)NCc2ccco2)C(=O)CCC(=O)Nc2nccs2)c(C)c1
→ -23, 0.94, 5, 0, -2, 6, 5, 1, 1

(cont.)
The line under a structure holds: ATG4B inh, mIAP activ, TIM10 inh, tim10-1 inh, hIAP block, mIAP block, Apaf1 inhib, hIAP act, NLRP3 yeast inh
CCC(C)NC(=O)C1=CCN(S(=O)(=O)c2ccc(C)cc2)CC1 (centres undefined)
→ -6, 1, 1, 15, -8, -4, -18, 1.1, 8
O=C(O)c1ccc(-n2cccn2)nc1
→ -8, 0.96, 7, 7, -6, 4, -12, 1.1, -10
COc1ccc(CC(=O)Nc2cc(=O)n(C)c(=O)n2C)cc1
→ -7, 0.88, 2, -3, -3, 12, 16, 1, 6
O=C(O)C1C2C=CC(C2)C1C(=O)NCCc1cccc(Cl)c1 (centres undefined)
→ -3, 0.97, -7, 2, 3, 3, -4, 0.97, 11
NC(=S)N/N=C/c1ccccc1OCc1cccc(Cl)c1
→ -2, 0.85, 23, 16, 0, 14, 16, 1, 56*
C/C(=N\NC(=O)c1cccc(Cl)c1)c1cccc(NC(=O)c2ccco2)c1
→ -3, 0.97, 21, 21, -6, 2, -1, 1.1, 16
Cc1ccc(S(=O)(=O)Nc2ccc(-n3cnnn3)cc2)c(C)c1
→ -7, 1, 15, 12, 22, 0, 1, 0.78, 11
O=C(c1cccs1)n1cc(C(=S)N2CCOCC2)c2ccccc21
→ -2, 1.1, 0, 36, 0, -8, 14, 1, -1
COc1cc(C(C)=O)ccc1Oc1cnccn1
→ 8, 0.97, -3, 2, -7, 3, -6, 1.1, 4
CCOC(=O)c1ccccc1CN1C(=O)c2ccccc2S1(=O)=O
→ 1, 0.95, 14, 43*, -15, 5, 10, 1.1, 12
CCOC(=O)CC(=O)Nc1nc2ccccc2s1
→ -5, 0.97, 20, 34, -3, 3, 6, 1, 16
CC(C)(C)c1ccc(C(=O)NNC(=O)c2cccc(-n3cnnn3)c2)cc1
→ -13, 0.84, -4, -15, -41, 16, -9, 1.4, -4
O=C(CC1S/C(=N/N=C/c2cccs2)NC1=O)Nc1ccc(Cl)cc1 (centres undefined)
→ 22, 0.9, 5, 8, 8, 10, 9, 0.93, 22
Cc1ccc(-c2cc(C(=O)N3CCCC3)no2)cc1
→ -14, 1, 9, 22, 0, 0, 3, 1, 40
Cc1nc(SCC(=O)Nc2c(C)n(C)n(-c3ccccc3)c2=O)nc(C)c1C
→ -7, 1, 9, -6, 11, -4, 0, 0.89, -1

Next entries:
The line under a structure holds: ATG4B inh, mIAP activ, TIM10 inh, tim10-1 inh, hIAP block, mIAP block, Apaf1 inhib, hIAP act, NLRP3 yeast inh
CCCCn1nc2cc(C(=O)NCCc3ccc(C)cc3)ccc2c1OCC
→ 3, 0.97, -6, 7, 0, 3, 1, 0.99, 7
Cc1ccc2c(CN3CCN(S(=O)(=O)c4ccc5c(c4)OCCO5)CC3)cc(=O)oc2c1C
→ -19, 0.94, 33, 35, 3, 6, 9, 0.97, -1
COC(=O)C1=C(C)N(c2ccc(OC)c(OC)c2)C(=O)/C1=C\c1cccs1
→ 6, 0.91, 16, 28, 12, 9, 10, 0.88, 18
Oc1ccc(Br)cc1-c1ccnn1-c1ccccc1
→ 0, 1.1, 4, -14, 7, -8, 5, 0.93, 11
CC1CCC2(CC1)NC(=O)N(Cc1nc(-c3ccccc3)no1)C2=O (centres undefined)
→ -8, 0.92, 1, 24, -6, 8, 14, 1.1, 7
CCOC(=O)c1ccccc1NC(=O)c1ccccc1NS(C)(=O)=O
→ -5, 0.99, 9, 14, 1, 1, 6, 0.99, -10
COc1ccccc1NC(=O)C(C)OC(=O)Cc1n[nH]c(=O)c2ccccc12 (centres undefined)
→ -6, 0.95, 1, 2, 17, 5, 4, 0.83, 9
Cc1cccc(C(=O)O[C@H]2[C@H](Cc3ccccc3)NS(=O)(=O)[C@H]3CC4C=C[C@]23O4)c1
→ 1, 1, -7, 8, 6, -3, 15, 0.94, 21
CC(=O)N1CCc2cc(S(=O)(=O)NCCN3CCC(C)CC3)ccc21
→ -11, 1, -19, 11, 9, -3, 2, 0.91, 9
COc1ccc(C(=O)OCC(=O)Nc2cccc(C(C)=O)c2)c(OC)c1OC
→ -6, 1.1, 7, -24, -11, -6, 6, 1.1, 6
OC(COCC1COc2ccccc2O1)CN1CCc2ccccc2C1 (centres undefined)
→ -4, 1.1, -7, 19, 0, -6, 16, 1, 21
Cc1ccc(OCCN2C(=O)NC3(CCc4ccccc4C3)C2=O)cc1 (centres undefined)
→ -4, 0.92, 24, 21, 18, 8, -5, 0.81, 4
Cc1cc(-n2c(C)cc(C(=O)CN3C(=O)C(=O)N(C)C3=O)c2C)no1
→ 6, 1, 2, 8, 11, -5, -7, 0.89, 13
Cn1c(-n2c(CCCN3C(=O)c4ccccc4C3=O)nc3ccccc3c2=O)nc2ccccc21
→ -10, 0.84, -4, 30, -18, 16, 8, 1.2, 0
Cc1[nH]n(C)c(=O)c1C(=O)c1c(-c2ccccc2Cl)noc1C
→ 2, 1, -2, 9, -47, 0, -22, 1.5, 16

Two entries picked at random from the list so far:
The line under a structure holds: ATG4B inh, mIAP activ, TIM10 inh, tim10-1 inh, hIAP block, mIAP block, Apaf1 inhib, hIAP act, NLRP3 yeast inh
CC/C(=N\N=C1\SC(C)C(=O)N1Cc1ccco1)c1ccccc1 (centres undefined)
→ 16, 1.1, -8, 8, -2, -5, 16, 1, 16
Cc1ccc2c(CN3CCN(S(=O)(=O)c4ccc5c(c4)OCCO5)CC3)cc(=O)oc2c1C
→ -19, 0.94, 33, 35, 3, 6, 9, 0.97, -1

The results go on.
The line under a structure holds: ATG4B inh, mIAP activ, TIM10 inh, tim10-1 inh, hIAP block, mIAP block, Apaf1 inhib, hIAP act, NLRP3 yeast inh
CCOC(=O)C(CC)Sc1ccc2nnc(CCNS(=O)(=O)c3ccccc3)n2n1 (centres undefined)
→ -7, 1, 14, 17, 4, 0, 1, 0.96, 8
O=C1Cc2ccccc2C(=O)N1CCc1ccccc1
→ 26, 0.99, 12, 17, 10, 0, 79*, 0.9, 20
C=C(C)c1cccc(C(C)(C)NC(=O)N2CCN(C/C=C/c3ccccc3)CC2)c1
→ -14, 1, 12, 1, -5, -2, 14, 1.1, 15
CCN(C[C@H]1N[C@@](CC)(C(=O)OC)[C@H]2C(=O)N(Cc3ccccc3)C(=O)[C@@H]12)C(=O)c1ccc(F)cc1
→ -8, 0.95, 8, 19, 10, 5, -3, 0.9, 17
O=C(Nc1ncccn1)C1=C(O)c2ccccc2S(=O)(=O)N1Cc1ccccc1
→ -1, 1.1, -8, 21, -8, -8, 4, 1.1, 5
CN(C)CCNc1cnn(-c2ccccc2)c(=O)c1Cl
→ -2, 0.98, 9, 4, 4, 2, 5, 0.96, 10
CCCc1nnc(NC(=O)CCC(=O)NCc2ccccc2OC)s1
→ 3, 1, -7, 7, -2, 0, -6, 1, 6
C[C@H](OC(=O)c1[nH]cnc1C(=O)N1CCN(C(=O)OC(C)(C)C)CC1)c1ccccc1
→ -7, 0.96, -4, 17, 10, 4, 2, 0.9, 7
CC1SCCN1S(=O)(=O)c1ccc2ccccc2c1 (centres undefined)
→ -5, 1, 17, 9, -9, -3, 13, 1.1, 22
Clc1ccc(-c2nc(/C=N/N3CCOCC3)c3ccccn23)cc1
→ -3, 0.92, -8, 15, 5, 8, 2, 0.95, 4
CC1CCCCN1CCNC(=O)CC1Oc2ccccc2NC1=O (centres undefined)
→ -7, 1, 9, -8, -1, -2, -3, 1, 1
CC1CN(C(=O)c2ccccc2NS(=O)(=O)c2ccc(Cl)cc2)CC(C)O1 (centres undefined)
→ -14, 0.94, 2, 11, 2, 6, 0, 0.97, 2
O=S(=O)(NCc1cccs1)c1ccccc1Cl
→ 1, 0.97, 12, 9, -19, 3, -8, 1.2, 16
Cc1cccc(OCCOCCSc2ncccn2)c1
→ -3, 1, -4, 7, -25, -3, 12, 1.2, 14
COc1ccc(S(=O)(=O)N2CCC(C(=O)N3CCN(C)CC3)CC2)cc1OC
→ -3, 0.95, 12, -16, 9, 5, -6, 0.91, 25
COc1ccc(C(=O)Nc2ccc(NC(C)=O)cc2)cc1S(=O)(=O)N1CCCC1
→ -3, 1, 4, 3, 8, -1, -8, 0.92, 7

Entries listed above printed as active in NLRP3 yeast inh.
SMILES	ATG4B inh	mIAP activ	TIM10 inh	hIAP block	mIAP block	hIAP act	NLRP3 yeast inh
NC(=S)N/N=C/c1ccccc1OCc1cccc(Cl)c1	-2	0.85	23	0	14	1	56*
